From PubChem
ALOX15B inhib = blocks human 15-lipoxygenase 2 activity. O15296. purified 15hLO-2, xylenol orange hydroperoxide absorbance. Potency, µM (series often up to 57.1 µM), for inactives: top-dose activity change, negative = inhibition, hits mostly inhibitors. actives 0.56% (n = 110,000); further: potency means the concentration at half of the fitted maximal effect; nearly all actives have a fitted effect of over 60% in size; many of its hits are not listed in these tables
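Enzyme 50 nM, AA 45 uM, 25 mM Hepes pH 7.5 + 0.01% Triton X-100; cpd preinc 15 min RT, rxn 90 min RT; stop/detect with 200 uM XO + 300 uM Fe(II) in 50 mM H2SO4, 30 min; A573/A405.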
IMPase inh = IMPase inhibition in cells; P97697; CHO-M1 cells, IP1 accumulation, HTRF TR-FRET ratio; inhibition (IP1 accumulation), % at 46.1 µM; 120,000 tested, under 10 active; active means well fitted curve in the direction sought with a large enough effect in the signal ratio, not every such curve was filed as active; inconclusive means small, poorly fitted or top-dose-only effect, or a change in a side signal; inactive means no such curve, though single readings can be large or run the other way; the % refers to the signal ratio;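 further: cells stimulated with carbachol in lithium chloride buffer; plate controls were DMSO basal wells for no effect and reference inhibitor wells for full effect; higher means more IMPase inhibition seen as more IP1 and lower FRET ratio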
Target sequence (P97697 whole entry, looked up): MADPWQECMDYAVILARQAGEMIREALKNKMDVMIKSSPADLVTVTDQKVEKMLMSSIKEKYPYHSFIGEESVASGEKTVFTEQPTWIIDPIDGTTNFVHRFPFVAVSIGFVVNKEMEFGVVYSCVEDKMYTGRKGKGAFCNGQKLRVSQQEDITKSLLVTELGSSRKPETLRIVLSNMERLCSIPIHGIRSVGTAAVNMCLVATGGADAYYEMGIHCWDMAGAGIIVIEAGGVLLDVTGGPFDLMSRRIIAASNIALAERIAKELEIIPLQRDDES
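The IP-One HTRF competitive assay in carbachol-stimulated CHO-M1 cells quantifies cellular IP1. Compounds spanned up to 46 uM final, and activity is expressed as AC50 from concentration-response fits of the ratio and donor data.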
PNC assembly inh = blocks assembly of the perinucleolar compartment; actives 3.1% (n = 140,000); activity change (PNC), negative = inhibition, % at 10 µM; PC3M PTB-GFP, PNC prevalence imaging, 16 h; active compounds read low;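 active means readout at or below -70, meaning at least 70% loss of cells showing the perinucleolar compartment, a nuclear body marking cancer cells; inconclusive means readout between -30 and a set limit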;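 further: plate controls were DMSO wells for no effect and camptothecin positive control wells for full effect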
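Read-out is percentage of cells bearing a perinucleolar compartment, from automated 20x imaging of fixed, Hoechst-stained PC3M PTB-GFP cells. Cells were seeded 4 h, then exposed 16 h to compound (23 nl of library stock) in duplicate plates.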
12-hLO inh = inhibitors of human 12-lipoxygenase (ALOX12) | P18054 | purified 12-hLO, xylenol orange hydroperoxide absorbance | Potency, µM (titrated, usually from 57.1 µM), inactives show at the top dose activity change, negative = inhibition, actives largely listed as inhibitors | actives 0.12% (n = 150,000) | AID 1452; further: potency means the concentration at half of the fitted maximal effect; nearly all actives have a fitted effect of over 55% in size; many of its hits are not listed in these tables
Target sequence (P18054 whole entry, looked up): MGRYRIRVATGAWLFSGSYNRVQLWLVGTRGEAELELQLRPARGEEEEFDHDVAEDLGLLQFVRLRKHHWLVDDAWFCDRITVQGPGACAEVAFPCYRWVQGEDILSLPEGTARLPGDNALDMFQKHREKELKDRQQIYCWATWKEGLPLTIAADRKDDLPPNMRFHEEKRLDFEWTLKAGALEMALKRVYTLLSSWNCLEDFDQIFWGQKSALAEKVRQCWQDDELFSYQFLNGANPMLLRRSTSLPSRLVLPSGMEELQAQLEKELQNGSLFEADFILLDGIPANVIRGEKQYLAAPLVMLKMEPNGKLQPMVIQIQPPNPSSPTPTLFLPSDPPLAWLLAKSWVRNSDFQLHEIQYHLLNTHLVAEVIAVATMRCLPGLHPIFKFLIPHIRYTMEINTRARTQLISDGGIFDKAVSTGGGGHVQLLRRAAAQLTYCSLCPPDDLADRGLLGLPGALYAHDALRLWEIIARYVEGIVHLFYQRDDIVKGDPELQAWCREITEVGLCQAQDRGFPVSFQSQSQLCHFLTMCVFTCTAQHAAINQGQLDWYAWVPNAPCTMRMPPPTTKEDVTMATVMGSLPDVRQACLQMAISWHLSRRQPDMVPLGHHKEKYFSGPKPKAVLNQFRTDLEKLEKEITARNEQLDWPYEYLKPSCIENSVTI
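Hydroperoxide output read as Fe(III)-xylenol orange absorbance, 573-to-405 nm ratio, after 30 min reaction with 40 uM arachidonic acid. Enzyme: 150 nM purified human 12hLO, 15 min compound preincubation; 25 mM Hepes pH 7.0, room temperature.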
* hit, by the source's call; u = inconclusive; x = not tested or not shown; & = joins results of further samples; [ ] = remark or other dose. Unless noted, the call rests on the fitted dose curve; in most records, active means well fitted curve in the direction sought with a large enough effect; inconclusive means small, poorly fitted or top-dose-only effect, or another doubt; inactive means no such curve, though single readings can be large; an effect the other way counts as inactive or inconclusive. Unless noted, on the % scale 0 is the no-effect control and ±100 the full control effect.

SMILES	ALOX15B inhib	IMPase inh	PNC assembly inh	12-hLO inh
CCOC(=O)c1c(NC(=O)c2ccc(Br)o2)sc2c1CCCC2	-3%	1	3	-2%
c1ccc2c(c1)ccc1nnc(SCc3ccc4c(c3)OCO4)n12	-2%	1	1	-5%
COCCN(CCOC)c1nc(N)c2c(N)nc3c(c2c1C#N)CC(=O)N3Cc1ccc(Cl)cc1	x	-7	0	-5%
Cc1noc(C)c1COc1ccc(C(=O)OC(C)C(=O)Nc2ccc(N3CCOCC3)cc2)cc1 (stereo not given)	0%	0	24	1%
Cc1ccc(-n2ncc(C#N)c2/N=C/N2CCCCCC2)cc1	3%	6	4	-4%
N#Cc1ccccc1NC(=O)c1ccccc1OCC(=O)NCc1ccco1	-10%	-8	-12	-3%
COc1cc(-c2nc(-c3cccc(C(F)(F)F)c3)no2)cc(OC)c1OC	15%	5	11	-2%
CC(C)CC(=O)Nc1ccc(C(=O)Cn2nc(C(=O)O)c3ccccc3c2=O)cc1	-26%	0	-15	-4%
Cn1cnnc1SCC(=O)NCCc1ccccc1	1%	-10	-17	1%
COc1cc(S(=O)(=O)NCc2ccc3c(c2)OCO3)ccc1Cl	0%	-3	-29	0%
CC(C)(C)n1ncc2c(=O)n(CC(=O)Nc3ccc4c(c3)OCO4)cnc21	-1%	-4	-15	-7%
CC(=O)Oc1c(S(=O)(=O)c2ccccc2)c(C)nn1C(C)(C)C	-1%	-2	u	-5%
CCNC(=O)c1c(C)nc2ccccn12	0%	-2	5	0%
Cn1c(N)c(C(=O)COC(=O)CSc2ccccc2)c(=O)n(C)c1=O	x	-2	u	0%
COc1ccc(Cn2nnc(C(=O)Nc3ccc(F)cc3)c2N)cc1	4%	4	-1	-8%
CCOc1ccc(Br)cc1/C(C)=N\NC1=NCCN1	22%	5	35	6%
O=C(COC(=O)c1cccc(N2C(=O)c3ccccc3C2=O)c1)Nc1ccccc1	x	x	31	2%
Cc1ccc(S(=O)(=O)N[C@@H](Cc2ccccc2)C(=O)CCl)cc1	-9%	10	12	-4%&-7%
CCc1noc(C)c1C(=O)Nc1nc(-c2ccc(Cl)cc2Cl)c(C)s1	11%	2	4	1%
CCc1n[nH]c(=S)n1/N=C/c1ccc2c(c1)OCO2	-3%	-3	18	-2%
O=C(Nc1nccs1)c1cn(-c2ccccc2)nc1-c1ccccc1	42%[activator]	4	1	-12%
CCOC(=O)c1ccc(N2C(=O)CC(N3CCC(C(=O)OCC)CC3)C2=O)cc1 (stereo not given)	-9%	-13	-7	-2%
CCOc1ccc(NC(=O)NCCN2C(C)CCCC2C)cc1 (stereo not given)	2%	4	-11	7%
O=Cc1cc2ccccc2nc1SCc1ccc(Cl)cc1	-22%	2	-14	-5%
Clc1cnccn1	-1%[25.6 µM]	-7[20.6 µM]	x	3%[25.6 µM]

4 entries from above, reformatted:
canonical_smiles,ALOX15B inhib,IMPase inh,PNC assembly inh,12-hLO inh
Cn1cnnc1SCC(=O)NCCc1ccccc1,1%,-10,-17,1%
COc1cc(S(=O)(=O)NCc2ccc3c(c2)OCO3)ccc1Cl,0%,-3,-29,0%
CC(C)(C)n1ncc2c(=O)n(CC(=O)Nc3ccc4c(c3)OCO4)cnc21,-1%,-4,-15,-7%
CC(=O)Oc1c(S(=O)(=O)c2ccccc2)c(C)nn1C(C)(C)C,-1%,-2,u,-5%

(further entries)
SMILES	ALOX15B inhib	IMPase inh	PNC assembly inh	12-hLO inh
CCn1c2c(c(=N)c3c1CCC3)CCC2	x	x	u	2%
Cc1ccc(C)c(OCCCC(C)(C)C(=O)O)c1	-1%	3[20.6 µM]	-30	-8%
O=C(NC(Nc1ncccn1)C(=O)c1ccccc1)c1ccccc1 (stereo not given)	1%	4	25	-1%
N/N=C1/CC(=O)NC(=O)N1	10%[11.4 µM]	x	x	1%[11.4 µM]
Cc1[nH]n(CCC#N)c(=O)c1CC(=O)N1CCN(c2ccccc2)CC1	-15%	-2	41	-3%
COc1cccc(C(=O)O/N=C(\N)c2ccncc2)c1OC	x	6	72	-1%
CCC(=O)Nc1ccc(C(=O)CSc2nnc(-c3cccnc3)o2)cc1	-5%	5	41	3%
O=C(NCCc1csc(-c2cccnc2)n1)c1cccs1	x	-1	-23	-1%
Cn1c(C(=O)N2CCc3ccccc3C2)cc2oc3ccccc3c21	x	12	-119*	-9%
CCOC(=O)c1nn(-c2ccccc2)c(=O)c(C#N)c1C	-3%	3	u	7%
Cc1ccc(NC(=O)COC(=O)c2ccc3c(c2)C(=O)N(CCc2ccccc2)C3=O)c(C)c1	x	x	28	-2%
COC(=O)Cc1ccc(NC(=O)c2ccc(C(C)(C)C)cc2)cc1	14%	-6	u	-2%
O=S(=O)(c1ccc(Nc2ccc(-c3ccc4c(c3)OCCO4)nn2)cc1)N1CCCC1	-3%	4	33	4%
CS(=O)(=O)c1ccc(Cl)c(NC(=O)c2cccc(Br)c2)c1	x	x	14	-7%
COc1cc(C(=O)N2CCN=C2c2ccccc2)cc(OC)c1OC	4%	0	-100*	0%
CC(Sc1nnc(-c2ccc(C(C)(C)C)cc2)n1C)C(N)=O (stereo not given)	-10%	4	-4	7%
CCOC(=O)Cc1nc2ccccc2[nH]1	9%[2.29 µM]	-11	u	0%
O=C(NC1CCCC1)c1cnn2c(C(F)(F)F)cc(-c3ccc4c(c3)OCO4)nc12	-16%	-11	u	-6%
Cc1ccc2[nH]c(=O)c(C(c3nnnn3C(C)(C)C)N(Cc3ccco3)CC3CCCO3)cc2c1 (stereo not given)	-3%	3	3	-3%
CN(C)c1nc2n(c(=O)n1)C(C#N)CS2 (stereo not given)	x	6	240	7%
Brc1ccccc1OCCCCCN1CCCC1	15%	14	35	-2%
Cc1nn(Cc2ccc([N+](=O)[O-])cc2)c(=O)n1-c1ccc(F)cc1	0%	0	-23	-3%
O=C(NCc1ccc2c(c1)OCO2)c1cccc(S(=O)(=O)N2CCOCC2)c1	3%	5	-15	-4%
CC(C)CCNC(=O)CSc1nnc(-c2ccc(S(=O)(=O)N3CCCC3)cc2)n1C	3%	5	10	10%
COc1ccccc1NC(=O)C(=O)N/N=C/c1cccs1	x	x	-7	-4%
(listing goes on)
SMILES	ALOX15B inhib	IMPase inh	PNC assembly inh	12-hLO inh
CCCc1nc2ccc(NC(=O)NCCC(=O)OCC)cc2c(=O)n1Cc1cccc(Cl)c1	-4%	-3	12	2%
O=C1CC(=O)CC(c2ccccc2Cl)C1	x	-5	-27	-4%
COC(=O)c1ccc(N2CCN(C)CC2)c(NC(=O)COc2ccc(OC)cc2)c1	8%	2	25	1%
c1cc2c3c(c1)ccc1cccc(c13)C2	2%	x	x	-3%
COc1ccccc1/C=C\C=N\NC(=O)CCn1nnc2ccccc21	x	x	50	2%
CSc1nc2ccc(N3C(=O)C4CCCCC4C3=O)cc2s1 (stereo not given)	-1%	-6	-12	0%
O=C(NCc1ccco1)c1cnc2ccccn2c1=O	6%	-2	20	1%
Cn1c(CN2CCCC2)nc2cc(NC(=O)Nc3ccccc3)ccc21	28%	12	u	-6%
Cc1ccc(S(=O)(=O)/N=C(\CN2CCOCC2)N2CCOCC2)cc1	2%	0	10	-5%
Cc1cccc2nc(Cn3c(=O)n(CCC(=O)NCc4ccco4)c(=O)c4sccc43)cc(=O)n12	0%	8	51	1%
CCc1cccc2c(C=C(C#N)C#N)cn(CC(=O)N3CCCCCC3)c12	-3%	-6	-24	-2%
O=[N+]([O-])c1ccc(N2CCN(C(=S)NC3CCCCC3)CC2)cc1	u	21	-10	u
Cn1c(=O)c2cn3c(c2n(C)c1=O)C(c1ccccc1)CC(c1ccccc1)=N3 (stereo not given)	u	-6	u	-23%
CC1CC(=O)N(C)c2ccc([N+](=O)[O-])cc2N1 (stereo not given)	x	x	25	-2%
COc1ccc(Sc2ccccc2CN(C)C)cc1OC	-5%	2	15	-1%
O=C(CCNS(=O)(=O)c1cccc2nsnc12)N1CCc2ccccc21	0%	8	-26	1%
COc1cccc(C2/C(=C(\O)c3ccc4c(c3)OCCO4)C(=O)C(=O)N2CCN(C)C)c1 (stereo not given)	3%	-18	-11	-2%
Cc1cc(=O)oc(C)c1C(=O)NC12CC3CC(CC(C3)C1)C2	-4%	-3	-27	-7%
CCOC(=O)N1CCN(S(=O)(=O)c2cc(Br)cc3c2N(C(=O)CC)CC3)CC1	2%	-16	u	3%
COc1ccc(-n2c(=O)c(-c3ccc(Cl)cc3)nc3cncnc32)cc1	3%	x	x	-1%
COc1ccc(CCNC(=O)c2cc(C(C)C)on2)cc1OC	-1%	4	17	-4%
CC(=O)c1c(C)[nH]c(C(=O)COC(=O)CN(C)S(=O)(=O)c2ccc(Cl)cc2)c1C	-1%	7	33	1%
Cc1ccc(/C=N/NC(=O)c2cccc([N+](=O)[O-])c2)o1	x	x	31	-5%
CN1CCN(CCCNC(=O)c2cc3c(=O)oc4ccccc4c3s2)CC1	18%	-6	-27	1%
COc1ccc(NC(=O)NCc2ccncc2)cc1	4%	4	58	7%

Single records, from the list above. Screens in order: ALOX15B inhib, IMPase inh, PNC assembly inh, 12-hLO inh
CCOc1ccc(Br)cc1/C(C)=N\NC1=NCCN1 across the screens: 22%, 5, 35, 6%
O=C(NCc1ccc2c(c1)OCO2)c1cccc(S(=O)(=O)N2CCOCC2)c1 across the screens: 3%, 5, -15, -4%
COC(=O)c1ccc(N2CCN(C)CC2)c(NC(=O)COc2ccc(OC)cc2)c1 across the screens: 8%, 2, 25, 1%

Next part:
SMILES	ALOX15B inhib	IMPase inh	PNC assembly inh	12-hLO inh
O=C1CCc2cc(S(=O)(=O)N3CCN(c4cccc(Cl)c4)CC3)ccc2N1	10%	u	-18	-8%
Cc1cccc(OCC(=O)N/N=C\c2cc3c(cc2[N+](=O)[O-])OCO3)c1C	-1%	2	50	-10%
O=C(Nc1ccccc1)N1CCC2(CC1)CCN(C(=O)c1cccc(F)c1)CC2	6%	x	x	0%
COc1ccc(C2C(C(=O)NC(C)C)c3ccccc3C(=O)N2C)cc1OC (stereo not given)	3%	1	32	-2%
CC(C)NC(=O)C(C)n1cccc1C(=O)c1ccccc1 (stereo not given)	-9%	0	30	-2%
Cn1c(=O)c2c(nc(SCC(=O)O)n2Cc2cccc(C(F)(F)F)c2)n(C)c1=O	0%	-2	1	-2%
Cc1ccccc1-c1nc(CS(=O)(=O)CC(=O)NCCCN2CCCC2)c(C)o1	26%	5	22	1%
Cn1cnnc1SCC(=O)N1CCC(Cc2ccccc2)CC1	0%	0	-2	3%
O=S(=O)(Nc1cccc2cn[nH]c12)c1ccc(F)cc1	-5%	5	36	-5%
CCCN(CCC)c1nc(C)cc(C(C#N)c2nc3ccccc3o2)n1 (stereo not given)	5%[11.4 µM]	4[1.84 µM]	u	4%
COc1ccc(C2C(C#N)=C(N)Oc3cc(C)n(Cc4ccco4)c(=O)c32)cc1 (stereo not given)	3%	1	25	3%
CC(C)(C)SCCNC(=O)CN1C(=O)c2ccccc2S1(=O)=O	x	1	8	0%
NC1(C(=O)O)CC(C(=O)O)C1 (stereo not given)	30%&13%[activator]	1	x	0%&-2%
CCNC(=S)N/N=C/c1cc(Br)cc(Br)c1OC	u	u	14	-2%
CO/N=C(/CNC(=O)c1cccc(Cl)c1)c1ccc(Cl)cc1	5%	1	54	4%
CCC1(CC)C(=O)NC(=O)NC1=Nc1cccc(OC)c1	-1%	-4	7	-4%
CCn1ncc(C2=NOC(C(=O)NCC(C)C)C2)c1C (stereo not given)	6%	-2	-14	11%
CCOCCCNC(=O)CN1C(=O)CSc2ccccc21	x	x	28	-1%
CC(C)N(Cc1nc(-c2ccccc2)no1)C(=O)C1CCCCC1	-2%	6	-15	5%
CC(C(=O)N1CCCCC1)n1sc2ccccc2c1=O (stereo not given)	x	u	33	-5%
C=CCn1c(SCc2cc(C(C)=O)ccc2OCC)nc2ccccc2c1=O	x	x	u	1%
CN(C)S(=O)(=O)c1ccc(/C(O)=C2/C(=O)C(=O)N(Cc3cccnc3)C2c2ccco2)cc1 (stereo not given)	-8%	2	-10	-13%

An excerpt; the hit share may differ from the screen's.
